GAA glycogen mod = alters human alpha-glucosidase cleavage of glycogen | hit rate 0.38% among 300,000 | Potency, µM (series often up to 76.4 µM), for the others: at the top dose activity change, negative = inhibition, usual class: inhibitors | P10253 | recombinant GAA, glycogen substrate, Amplex Red glucose oxidase fluorescence; active = well fitted inhibition curve with a large enough effect; inconclusive = small, poorly fitted or top-dose-only effect, or another doubt; inactive = no such curve, though single readings can be large or run the other way;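 also: 0% = full enzyme reaction and -100% = no-enzyme basal signal; the screen sought inhibitors and activators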
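Recombinant human alpha-glucosidase (4 nM final) hydrolysed bovine liver glycogen (30 ug) for 40 min at 37 C in pH 5.0 citrate/phosphate with 0.01% Tween-20. Released glucose detected by glucose oxidase/Amplex Red, Ex 573/Em 610 nm. Compounds up to 77 uM; AC50 from Hill fits.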
Numbers without * were called inactive; ? = inconclusive; [ ] = remark or other dose. Potency is read from the fitted curve at half-maximal effect. Only part of the results is shown, so the mix of outcomes need not match the whole.

compound | GAA glycogen mod
COc1cc(CNC(C)c2ccccc2)cc(Br)c1OCc1ccc(F)cc1 (centres undefined) | -14.3%[76.3 µM]
CN(C1CCCCC1)C(CNS(=O)(=O)c1ccccc1)c1ccccc1 (centres undefined) | -1.1%[76.3 µM]
COc1ccc(Cl)cc1NC(=O)CSc1nc(NS(=O)(=O)c2ccccc2)cc(=O)[nH]1 | -7.1%
CC/C(=N\NS(=O)(=O)c1ccc(C)cc1)c1ccco1 | 0.1%
C=C1CCC[C@]2(C)C[C@H]3OC(=O)C(CNCC(C)C)[C@H]3CC12 (some centres undefined) | -5.7%
CC(Oc1ccccc1)C(=O)N1CCN(C(=O)C(C)Oc2ccccc2)CC1 (centres undefined) | -2.3%[76.3 µM]
COc1ccc(S(=O)(=O)N2CCC(N3CCCC3)CC2)cc1 | 1.2%[76.3 µM]
CCN1CCN(CC#CCOc2ccccc2OC)CC1 | -1.4%[76.3 µM]
COCCN(C(=O)c1ccccc1F)c1nnc(-c2ccc(OC)cc2)s1 | -1.2%[76.3 µM]
COCCCNc1nc2c(-c3ccc(C)cc3)nnn2c2ccccc12 | 1.9%
C=CCc1cccc2cc(C(=O)N3CCOCC3)c(=O)oc12 | 5.7%[76.3 µM]
COc1ccc(CNC(=O)CS(=O)(=O)Cc2nc(-c3cccc(OC)c3)oc2C)cc1 | -4.3%[76.3 µM]
COc1ccc(CNC(=O)c2cc(C(=O)C3CC3)c[nH]2)cc1 | -10.5%[76.3 µM]
CC(C)[C@@H](NC(=O)C1CCC(CNC(=O)[C@H](Cc2ccccc2)NC(=O)OC(C)(C)C)CC1)C(=O)O (some centres undefined) | 0.8%
Cc1ccc(N(C(=O)CNC(=O)c2ccco2)C(C(=O)NCC2CCCO2)c2ccccc2)cc1C (centres undefined) | 0.4%
COc1cc(CNC2CCCCCCC2)c(Br)cc1OCCO | -1.4%[76.3 µM]
Cc1ccc2nc(C)cc(C(=O)N3CCCC(N4CCN(c5ccccc5C)CC4)C3)c2c1 (centres undefined) | -11.3%[76.3 µM]
COC(=O)c1ccccc1CC1SC(N)=NC1=O (centres undefined) | -9.4%[76.3 µM]
COCCC(=O)N1CCC(Oc2ccc(C(=O)NC3Cc4ccccc4C3)cc2)CC1 | 1.6%[76.3 µM]
Fc1ccccc1NC(=S)NCCc1ccc(Cl)cc1 | -11.1%[76.3 µM]
O=[N+]([O-])c1ccccc1/C=C/CN1CCN(Cc2ccc3c(c2)OCO3)CC1 | -12.3%[76.3 µM]
CCN(CC)S(=O)(=O)c1cccc(C(=O)NC2=NCCS2)c1 | 3.1%[76.3 µM]
Cc1ccc2oc(C(=O)N(Cc3ccc(N(C)C)cc3)C3CCS(=O)(=O)C3)c(C)c2c1 (centres undefined) | -29.0%[76.3 µM]
CCN(CC)c1ccc(NC(=O)c2c(C)noc2C)cc1 | 0.9%[76.3 µM]
COc1ccc(Cl)cc1NC(=O)C1CCCN(c2ncnc3c2nc2n3CCCCC2)C1 (centres undefined) | 2.4%[76.3 µM]
CCCS(=O)(=O)c1nc(S(=O)(=O)c2ccc(C)cc2)c(N2CCCC(C)C2)s1 (centres undefined) | -6.3%[76.3 µM]
CC(=O)c1ccc(S(=O)(=O)NCc2nnnn2-c2ccccc2)cc1 | 8.6%[76.3 µM]
O=C(Nc1ccc(C(=O)O)cc1)/C(=C\c1ccccc1)NC(=O)c1ccccc1 | -2.5%[76.3 µM]
O=C(c1ccc(N2CCOCC2)cc1)N1CCCC(Nc2ccccc2)C1 (centres undefined) | -4.6%[76.3 µM]
COc1ccc(/C=C2\SC(=O)N(CCCC(=O)Nc3ccc(C(=O)O)cc3)C2=O)cc1OC | 1.3%[76.3 µM]
Cc1ccc(Cn2c(=N)c(C(=O)NC3CCCC3)cc3c(=O)n4ccccc4nc32)cc1 | 0.8%[76.3 µM]
CC(=O)c1ccccc1Oc1cc(NN2CCCCC2)c([N+](=O)[O-])cc1[N+](=O)[O-] | -15.1%[76.3 µM]

Structures listed so far that have a furan ring, fused or not:
compound | GAA glycogen mod
CC/C(=N\NS(=O)(=O)c1ccc(C)cc1)c1ccco1 | 0.1%
Cc1ccc(N(C(=O)CNC(=O)c2ccco2)C(C(=O)NCC2CCCO2)c2ccccc2)cc1C (centres undefined) | 0.4%
Cc1ccc2oc(C(=O)N(Cc3ccc(N(C)C)cc3)C3CCS(=O)(=O)C3)c(C)c2c1 (centres undefined) | -29.0%[76.3 µM]

The list goes on.
compound | GAA glycogen mod
CC(C)CCNC(=O)c1ccc2c(Cl)c3c(nc2c1)CCC3 | -7.9%
CC(C)NC(=O)CN(C(=O)CCC(=O)Nc1nccs1)c1ccc2c(c1)OCO2 | -19.6%
CCn1nc(C)c(CN2CCC(Oc3ccc(C(=O)N4CCCC4)cc3)CC2)c1C | 5.4%[76.3 µM]
COc1ccc(CN2CCN(Cc3ccc(C)cc3)CC2)c(OC)c1 | 0.5%
Cc1ccc(C)c(N2CCN(C(=O)c3ccc(CS(=O)Cc4cccc(Cl)c4)o3)CC2)c1 (centres undefined) | 8.0%[76.3 µM]
Cc1nc(NCCc2ccccc2)c2nnn(Cc3ccccc3)c2n1 | 10.7%[76.3 µM]
CCOc1ccc(-n2c(SCC(=O)OC)nc3sc4c(c3c2=O)CCN(C)C4)cc1 | ?
CC(C)COc1cccc(C(=O)NNC(=O)C2COc3ccccc3O2)c1 (centres undefined) | -5.1%[76.3 µM]
N#Cc1c(-c2ccccc2)nc(SCc2ccc(Cl)cc2)[nH]c1=O | 4.6%
COc1ccc(NC(=O)c2cccnc2)cc1OCC(C)C | 19.2%[76.3 µM]
O=C(N/N=C/c1cccc2ccccc12)c1cc(C2CC2)[nH]n1 | -5.3%[76.3 µM]
CC(=O)c1cccc(S(=O)(=O)NCCC(=O)Nc2ccc(S(N)(=O)=O)cc2)c1 | -5.0%
Cc1cccc(NC(=S)NNc2cccc(Cl)c2)c1 | 2.5%
O=C(NCCN1CCOCC1)C(=O)NCC1OCCN1S(=O)(=O)c1ccc(Br)cc1 (centres undefined) | -9.4%[76.3 µM]
CC(=O)c1ccc(NC(=O)c2ccc(NC(=O)c3ccco3)cc2)cc1 | -0.3%[76.3 µM]
O=S1(=O)CCO[C@H]2Cc3ccccc3[C@H]2N1Cc1ccccc1 | -3.1%[76.3 µM]
COc1ccc(CNC(=O)c2cccnc2)cc1 | -6.5%[76.3 µM]
CC(=O)Nc1c2c(nn1-c1ccccc1)CS(=O)C2 (centres undefined) | -1.1%[76.3 µM]
CCCCn1c(=O)[nH]c(=O)c2c1nc(-c1cc(Cl)c(OC)c(OC)c1)n2C | 6.0%
CCOC(=O)N1CCN(S(=O)(=O)c2ccc(C(=O)Nc3sc4c(c3C#N)CC(C)(C)NC4(C)C)cc2)CC1 | -2.3%[76.3 µM]
COc1ccc(NC(C)=O)cc1S(=O)(=O)Nc1ccccc1C(=O)NCCc1ccccc1 | -0.1%
Cc1cccc(S(=O)(=O)NC2CCCCCCC2)c1 | 3.4%
O=C(N/N=C/c1c(F)cccc1Cl)C(=O)N1CCCCCC1 | -0.4%[76.3 µM]
CS(=O)(=O)N(Cc1cccc(CN(C(C(=O)O)c2ccccc2)S(C)(=O)=O)c1)C(C(=O)O)c1ccccc1 (centres undefined) | 17.4%[76.3 µM]
Cc1cc(C)c(S(=O)(=O)Nc2ccncc2)cc1C | 5.9%[76.3 µM]
COC(=O)/C(C#N)=C/c1c(N2CCN(c3ccccc3)CC2)nc2ccccn2c1=O | -24.8%
COc1cccc(C(=O)NC(C)c2ccc(-c3ccccc3)cc2)c1OC (centres undefined) | 8.4%
CC1CCCN(C(=O)Cn2nnc(-c3ccccc3F)n2)C1 (centres undefined) | -3.1%[76.3 µM]
Cc1cc(C)nc(Nc2ccccc2Cl)n1 | 0.7%[76.3 µM]
Cc1cccc(C(=O)N/N=C/c2coc3ccccc3c2=O)c1 | 0.9%[76.3 µM]
C=CCNC(=O)COC(=O)C1CCN(S(=O)(=O)c2ccc3c(c2)OCCO3)CC1 | -3.2%[76.3 µM]
CN(C)CCCN1C(=O)c2cccc3cccc(c23)C1=O | -0.7%[76.3 µM]
N#Cc1c(SCC(=O)Nc2nc3ccc(Br)cc3s2)sc2c(O)cc(=O)[nH]c12 | -1.9%[76.3 µM]
COc1ccc(S(=O)(=O)CCc2nnc(NC(=O)c3ccc(F)cc3)s2)cc1 | -5.8%[76.3 µM]
CCOc1cc(/C=C/c2cccc[n+]2C)ccc1O | ?
O=C(COc1ccc([N+](=O)[O-])cc1)NNC(=O)Nc1ccccc1F | -8.9%[76.3 µM]
O=C(NC1CC1)c1sc2ccccc2c1Cl | -19.0%
CNC(=S)Nc1cccc(-c2cnc3ccccc3n2)c1 | -0.7%
COc1ccc(CCC(=O)NCCNC(=O)CCc2ccc(OC)cc2)cc1 | -1.0%[76.3 µM]
COc1ccc(NC(=O)/C(C#N)=C\c2ccc(-c3cc(C(=O)O)ccc3C)o2)cc1 | 14.8%[76.3 µM]

Some of these compounds in order of length of the SMILES, high to low:
compound | GAA glycogen mod
COc1ccc(NC(=O)/C(C#N)=C\c2ccc(-c3cc(C(=O)O)ccc3C)o2)cc1 | 14.8%[76.3 µM]
O=C(COc1ccc([N+](=O)[O-])cc1)NNC(=O)Nc1ccccc1F | -8.9%[76.3 µM]
COc1ccc(CCC(=O)NCCNC(=O)CCc2ccc(OC)cc2)cc1 | -1.0%[76.3 µM]

More entries
compound | GAA glycogen mod
CCC(=O)Nc1nc2ccc(NC(=O)COc3ccccc3)cc2s1 | 0.5%[76.3 µM]
CC1CCCCN1C(=O)Cn1c(=O)oc2cc(S(=O)(=O)N3CCCC3)ccc21 (centres undefined) | -14.2%[76.3 µM]
COc1cccc(/C=N/NC(=O)c2ccncc2)c1OC(=O)c1ccc(Br)cc1 | 2.6%[76.3 µM]
Cc1cccc2c1cnn2C(=O)Nc1ccc(Br)cc1F | -4.2%
COC(=O)c1ccc(NC(=O)c2c(Br)cnn2C)cc1 | -0.6%
O=C(CCCc1nc(-c2ccccc2)no1)NC1CCCC1 | 10.6%
COc1ccc(C(=O)NCC2(N3CCCCC3)CCCCC2)cc1S(=O)(=O)N(C)C | -0.9%
N#Cc1cccc(NC(=O)CSc2sc3c(O)cc(=O)[nH]c3c2C#N)c1 | -0.1%[76.3 µM]
CCN1CCN(CCNC(=O)c2ccc(CS(=O)c3ccc(Cl)cc3)o2)CC1 (centres undefined) | 0.4%[76.3 µM]
CC(C)(C)c1ccc(C(=O)N2CCC(NC(=O)c3ccccc3)CC2)cc1 | 4.1%
C=CCc1cccc(/C=N/NC(=O)C[n+]2ccccc2)c1O | -5.0%
CCc1ccc(N(C(=O)c2csnn2)C(C(=O)NC2CCCCC2)c2ccncc2)cc1 (centres undefined) | 0.7%
CC(C)N(CCNC(=O)c1ccc(OCC2CCCO2)cc1)C(C)C (centres undefined) | -2.1%
C[n+]1ccccc1/C=C1\Sc2ccccc2N1CCO | 1.5%[76.3 µM]
CCOC(=O)N1CCN(C(=O)CCc2ccc(S(=O)(=O)NC(C)C)cc2)CC1 | -2.7%[76.3 µM]
Cc1cc(OCC(=O)Nc2ccncc2)ccc1Cl | -0.1%[76.3 µM]
CCS(=O)(=O)c1nc(S(=O)(=O)c2ccc(Cl)cc2)c(N2CCN(CCO)CC2)s1 | -3.3%[76.3 µM]
O=C(CSc1nnc(CNC(=O)c2ccccc2F)o1)NC1CCCCC1 | 1.4%[76.3 µM]
CCN(CC)C(=O)COc1ccc2c3c(c(=O)oc2c1)CCCC3 | 13.7%[76.3 µM]
Cc1ccc(S(=O)(=O)N2CCC(C(N)=O)CC2)cc1[N+](=O)[O-] | 15.4%[76.3 µM]
O=C(N/N=C/c1cccnc1)c1cccc(F)c1 | 3.1%[76.3 µM]
COc1ccccc1NC(=O)CCNC(=O)c1ccc(C)cc1 | 3.8%[76.3 µM]
COc1ccc(C(OCC(O)CN(C)C2CCCCC2)c2ccc(OC)cc2)cc1 (centres undefined) | -6.3%
Nc1nonc1-n1nnc(C(=O)N/N=C/c2ccc(Cl)cc2Cl)c1CN1CCCCC1 | 8.2%
COc1ccc2oc(-c3ccccc3)c(C(=O)N(C)C)c2c1 | -1.2%[76.3 µM]
CC(C)N1CCN(C(=O)C2CCC(=O)N(CCc3cccc(F)c3)C2)CC1 (centres undefined) | 2.6%[76.3 µM]
O=C(NCCc1ccc(Cl)cc1)c1ccc(CS(=O)Cc2ccc(Cl)cc2)o1 (centres undefined) | 8.1%[76.3 µM]
CSc1nnc(NC(=O)c2ccco2)s1 | 17.2%[76.3 µM]
COc1ccc(-c2nc3ccccc3c(=O)[nH]2)cc1 | 2.5%[76.3 µM]
CCc1noc(C)c1C(=O)NC1CC(C)(C)Cc2c1cnn2-c1ccccc1 (centres undefined) | -6.5%[76.3 µM]
CC(=O)c1cc(CN2CCC(n3nccc3NC(=O)c3ccccc3Cl)CC2)cs1 | -5.1%[76.3 µM]
CN1CCN(CCCCOc2ccc(Br)cc2)CC1 | -5.0%[76.3 µM]
OCCC1CN(Cc2ccccc2O)CCN1CCCc1ccccc1 (centres undefined) | -2.0%[76.3 µM]
COC(=O)CN1C(=O)[C@H]2[C@@H](c3ccc(C)o3)N3C(=O)CN(CCO)C(=O)[C@@]3(Cc3ccccc3)[C@H]2C1=O | -3.5%[76.3 µM]
O=C1c2ccccc2C(=O)N1CCCc1cn(C[C@H]2CC[C@@H]([C@@H]3CC[C@H](Cn4cc(CCCN5C(=O)c6ccccc6C5=O)nn4)O3)O2)nn1 | 22.5%[76.3 µM]
COc1ccc(-c2noc(CCCC(=O)NC3CCCC3)n2)cc1 | -0.3%
